# BRCA1 expr act: BRCA1 expression activation. MCF7-BRCA1-FFLuc reporter, luminescence, 48 h; response scale: scaled: vehicle 0%, 10 µM genistein 100%. Potency, µM (top dose mostly 46.1 µM), for inactives: top-dose activation, usual class: activators. 380,000 compounds, 1.1% hits. AID 624202; note: nearly all actives have a fitted effect of over 80% in size; some results filed as inactive show a strong effect at the top dose
#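 Activators of BRCA1 expression were detected as increased firefly luciferase luminescence in engineered MCF7 cells after 48 h compound incubation. Signals were scaled to genistein 10 microM as full activation.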
# RORgamma inh: inhibitors of mouse ROR gamma transcriptional activity | Drosophila S2 Gal4-RORgamma UAS-luciferase reporter, 20 h | Potency, µM (titrated, usually from 53.6 µM), without a hit: at the highest dose activity change, negative = inhibition, most hits filed as inhibitors | 310,000 compounds, 5.4% hits | AID 2551; note: % is set by controls: 0 for no effect and ±100 for the full control effect; nearly all actives have a fitted effect of over 60% in size
# Target sequence (P51450 whole entry, looked up, the tested form may be a part): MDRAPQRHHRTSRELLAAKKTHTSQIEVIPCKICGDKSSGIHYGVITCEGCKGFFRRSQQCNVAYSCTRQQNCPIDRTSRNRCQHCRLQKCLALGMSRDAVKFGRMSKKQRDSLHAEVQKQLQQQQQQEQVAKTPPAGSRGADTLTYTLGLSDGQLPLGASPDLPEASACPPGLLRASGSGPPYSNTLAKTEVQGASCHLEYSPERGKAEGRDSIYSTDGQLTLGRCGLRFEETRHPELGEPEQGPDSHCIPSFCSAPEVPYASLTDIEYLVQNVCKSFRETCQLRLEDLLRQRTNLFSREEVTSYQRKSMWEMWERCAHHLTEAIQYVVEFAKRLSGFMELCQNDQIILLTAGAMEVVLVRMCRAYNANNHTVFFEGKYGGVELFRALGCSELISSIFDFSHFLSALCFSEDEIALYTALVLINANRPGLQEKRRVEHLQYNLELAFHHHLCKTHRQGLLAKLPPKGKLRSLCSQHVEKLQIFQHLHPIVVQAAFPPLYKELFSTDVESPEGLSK
#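 In this cell-based reporter format, copper sulfate (700 uM final) drives Gal4–ROR gamma fusion expression from a metallothionein promoter in Drosophila Schneider cells; compounds preincubated 1 hr, reporter read after 20 hr at ambient temperature.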
# FLuc counter: counter-screen for miR-21 project: firefly luciferase inhibitors or activators | purified FLuc, Km substrates, luminescence inhibition | Potency, µM (highest dose often 57.5 µM), for the others: at the top dose activity change, negative = inhibition, actives largely listed as inhibitors | 360,000 compounds, 6.9% hits | AID 588342;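 note: plate controls were vehicle for no effect and reference inhibitor for full effect; nearly all actives have a fitted effect of over 55% in size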
# Target sequence (P08659 whole entry, looked up): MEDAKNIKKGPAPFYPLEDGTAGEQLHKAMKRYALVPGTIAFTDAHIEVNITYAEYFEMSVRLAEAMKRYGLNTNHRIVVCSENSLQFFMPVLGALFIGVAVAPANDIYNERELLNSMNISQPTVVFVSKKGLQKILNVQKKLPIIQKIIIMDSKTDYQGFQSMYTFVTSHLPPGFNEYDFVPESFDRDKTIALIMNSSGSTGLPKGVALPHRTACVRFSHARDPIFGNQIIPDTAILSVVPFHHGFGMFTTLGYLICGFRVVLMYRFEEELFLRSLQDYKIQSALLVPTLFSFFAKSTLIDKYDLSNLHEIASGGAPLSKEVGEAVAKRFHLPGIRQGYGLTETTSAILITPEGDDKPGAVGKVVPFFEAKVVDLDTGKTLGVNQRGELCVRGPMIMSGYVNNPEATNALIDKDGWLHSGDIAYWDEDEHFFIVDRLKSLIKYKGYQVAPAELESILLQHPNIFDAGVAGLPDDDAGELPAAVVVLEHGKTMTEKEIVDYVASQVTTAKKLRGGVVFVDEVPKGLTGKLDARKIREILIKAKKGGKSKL
#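 Biochemical qHTS of compounds, final roughly 60 µM downward over six points, against 10 nM purified firefly luciferase using Km concentrations of substrates (10 uM D-luciferin, 10 uM ATP) in Tris acetate pH 7.5 buffer; luminescence output.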
# Rab9 promoter act: activates the Rab9 promoter | Potency, µM (highest dose often 9.22 µM), for inactives: at the highest dose activation, negative = inhibition, most hits filed as activators | AID 485297 | Huh7 Rab9 promoter-luciferase reporter, luminescence, 24 h | 320,000 compounds, 2.8% hits; note: % of control where 0% means no effect; nearly all actives have a fitted effect of over 60% in size
#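 Using Huh7 cells stably transfected with Rab9 promoter–luciferase, compounds were incubated 24 h at 37 °C, 5% CO2; luciferase luminescence was read 10 min after reagent addition.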
# Gal4-VP16 FLuc: counter-screen for ROR gamma inhibitors: Gal4-VP16 reporter | Drosophila S2 Gal4-VP16 UAS-luciferase, luminescence, 20 h | Potency, µM (titrated, usually from 53.6 µM), for the others: at the highest dose activity, negative = inhibition, actives largely listed as inhibitors | 310,000 compounds, 3.5% hits;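 note: Gal4-VP16 expression switched on by copper sulfate through the metallothionein promoter; % is set by controls: 0 for no effect and ±100 for the full control effect; nearly all actives have a fitted effect of over 50% in size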
# MBNL1 CUG block: MBNL1-poly(CUG) RNA binding inhibition; Potency, µM (top dose mostly 57.5 µM), for inactives: at the top dose activity change, negative = inhibition, hits mostly inhibitors; 280,000 compounds, 0.036% hits; Q9NR56; AID 2675; TR-FRET MBNL1-His/biotin-(CUG)12 binding, 665/545 ratio; active = well fitted inhibition curve with a large enough effect in the signal ratio, with a control signal flat, not every such curve was filed as active; inconclusive = small, poorly fitted or top-dose-only effect, or effect the other way, or a change in a side signal; inactive = no such curve, though single readings can be large or run the other way; the % refers to the signal ratio; note: % is set by controls: 0 for no effect and ±100 for the full control effect
#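 Ratiometric TR-FRET (665 over 545 nm, excitation 340 nm) tracks disruption of MBNL1-His/biotin-(CUG)12 complex after 60 min at room temperature, with compounds at 92 nM to 58 uM final.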
# uPA generation: cell surface uPA generation inhibition; cell surface uPA generation assay, qHTS; Potency, µM (titrated, usually from 38.3 µM), for inactives: top-dose activity change, negative = inhibition, usual class: inhibitors; 330,000 compounds, 0.31% hits; active = well fitted inhibition curve with a large enough effect; inconclusive = small, poorly fitted or top-dose-only effect; inactive = no such curve, though single readings can be large or run the other way; tested in mouse RAW 264.7 cells; note: % is set by controls: 0 for no effect and ±100 for the full control effect; nearly all actives have a fitted effect of over 55% in size
# NPC1 promoter act: activates the NPC1 promoter; Huh7 NPC1 promoter luciferase reporter, 24 h; Potency, µM (highest dose often 9.22 µM), for inactives: at the highest dose activation, hits mostly activators; 320,000 compounds, 2.4% hits;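 note: % of control where 0% means no effect; nearly all actives have a fitted effect of over 60% in size; reporter is driven by a mutant NPC1 promoter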
#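 Readout is luciferase luminescence, reflecting NPC1 promoter activation in stably transfected Huh7 cells after 24 h compound exposure at 37 °C in reduced-serum medium with 10% FBS.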
# ELG1 genotox: genotoxicity induction in ELG1-luciferase HEK293T cells | Potency, µM (top dose mostly 46 µM), for the others: at the highest dose activity change, positive = activation, usual class: activators | 330,000 compounds, 1.3% hits | HEK293T ELG1-luciferase reporter, luminescence, 16 h; note: % of control where 0% means no effect; nearly all actives have a fitted effect of over 60% in size
#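 Genotoxicity was scored as increased ELG1-luciferase reporter signal, measured by ONE-Glo luminescence (30 min, room temperature). Compound or vehicle exposure of the HEK293T reporter cells lasted 16 hr at 37°C.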
# p53 reactivator: mutant p53 re-activation in reporter cells; H1299 p53-A138V BP100-luciferase reporter, luminescence, 24 h; Potency, µM (titrated, usually from 92.2 µM), inactives show top-dose activity change, positive = activation, usual class: activators; 320,000 compounds, 0.063% hits; note: % of control where 0% means no effect; nearly all actives have a fitted effect of over 45% in size
#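 p53-null H1299 cells stably carrying temperature-sensitive p53-A138V and a BP100-luciferase reporter were pinned with compounds (4-point, 1:5 series) and held 24 hrs at 37 deg C. Luminescence was read 10 min after detection reagent.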
# Numbers without * were called inactive; ? = inconclusive; . = no result given; [ ] = dose if it differs, or a comment. Unless noted, calls come from the whole dose curve; as a rule, active = well fitted curve in the direction sought with a large enough effect; inconclusive = small, poorly fitted or top-dose-only effect, or another doubt; inactive = no such curve, though single readings can be large; an effect the other way counts as inactive or inconclusive. Potency is the fitted concentration of half-maximal effect.
# Screens in order – NPC1 promoter act	uPA generation	RORgamma inh	FLuc counter	p53 reactivator	ELG1 genotox	Rab9 promoter act	Gal4-VP16 FLuc	MBNL1 CUG block	BRCA1 expr act
1: CCOC(=O)N1CCN(C(=O)C2CCN(S(=O)(=O)N3CCC4(CC3)OCCO4)CC2)CC1
 : -0.3%	-14.9%	-0.2%	2.5%	-4.2%	-1.6%	-1.7%	-7.1%	1.3%	2.1%
2: CC1CCCCN1C(=O)Cn1cc(C=O)c2ccccc21 (stereo not given)
 : 0.7%	-2.1%	-5.1%	-1.7%	-6.2%	0.8%	-1.5%	2.2%	-6.3%	1.5%
3: CC(=O)C1=C(C)NC(=O)NC1c1cccs1 (stereo not given)
 : -2.8%	6.6%	14.5%	4.4%	-4.4%	-0.2%	-1.5%	3.3%	-0.5%	9.6%
4: CC1(C)C2CC=C(/C=N/NC(=S)NCCc3ccccc3)C1C2 (stereo not given)
 : -5.3%	2.4%	2µM*	-5.1%	7.1%	-1.2%	-2.0%	7.08µM*	-3.1%	-47.3%
5: Cc1ccc(OCc2cc(C(=O)N3CCN(C4CCCCC4)CC3)no2)cc1C
 : 25.0%	-2.2%	?	?	?	2.3%[9.26 µM]	29.0%	-6.6%	-1.9%	?
6: Cc1ccc(C(=O)O)cc1NC(=O)Nc1cccc2ccccc12
 : 3.4%	-19.4%	-10.1%	-3.3%	?	-1.3%	0.8%	-3.9%	7.8%	-2.0%
7: CSc1ccccc1C(=O)Nc1ccccc1C
 : -1.6%	-0.9%	5.0%	0.4%	-0.3%	-1.0%	-3.9%	-3.8%	0.4%	-0.3%
8: CCOc1ccc(S(=O)(=O)N(CC(=O)NN=C2CCN(C)CC2)c2ccc(C)cc2)cc1
 : -3.1%	?	3.1%	2.6%	-0.4%	0.4%	-1.4%	1.0%	1.4%	-17.9%
9: COc1ccccc1C(C)Nc1ccc(S(=O)(=O)N2CCN(C)CC2)cc1[N+](=O)[O-] (stereo not given)
 : -1.9%	-22.3%	.	0.3%	-2.6%	-2.1%	-1.4%	.	.	1.6%
10: CCC(C)N(C)C(=O)c1cc2ccccc2c(-c2ccccc2Cl)n1 (stereo not given)
 : -5.0%[46.1 µM]	9.4%	29.2%	3.3%	-4.6%	-2.5%	-5.9%[46.1 µM]	-22.1%	6.4%	0.2%
11: C/C(=N\NC(=O)COc1ccc([N+](=O)[O-])cc1)C(C)(C)C
 : 2.6%	-0.5%	-32.1%	4.1%	3.8%	1.5%	2.3%	-1.8%	11.1%	-3.4%
12: COc1ccc(NC(=O)C2CCCN2c2nn3c(=O)cc(C)nc3s2)cc1 (stereo not given)
 : -0.7%	-16.9%	-31.6%	3.4%	.	4.2%	7.7%	-5.8%	-1.2%	0.6%
13: O=C(c1ccc(S(=O)(=O)N2CCOCC2)cc1)N1CCN=C1SCc1cccnc1
 : -0.8%	1.5%	22.6%	8.8%	27.7%	-1.4%	-5.7%	-5.3%	3.3%	1.5%
14: COC(=O)C(O)(NC(=O)OCc1ccccc1)C(F)(F)F (stereo not given)
 : -1.1%	3.4%	-15.9%[0.365 µM]	12.7%	-6.6%	0.5%	-3.6%	.	-2.2%	7.8%
15: Cc1ccc2c(c1)c1c3n2CCN(C(=O)CCl)C3CCC1 (stereo not given)
 : -10.8%	-12.0%	2.51µM*	?	.	-0.1%	-5.4%	11.2µM*	6.8%	-42.9%
16: Cc1nc(SCC(=O)NC(C)c2ccccc2)c2oc3ccccc3c2n1 (stereo not given)
 : -1.2%	-2.0%	-17.6%	3.5%	-0.4%	-11.6%	-1.8%	0.7%	-1.3%	-27.0%
17: Cc1c(NC(=O)C(=O)N/N=C/c2cccs2)c(=O)n(-c2ccccc2)n1C
 : -3.1%	2.2%	12.4%	-7.6%	-0.4%	-2.2%	-6.5%	-2.7%	5.1%	6.7%
18: CC(C)Cn1c(N)c(C(=O)COC(=O)c2c(F)cccc2F)c(=O)n(C)c1=O
 : -4.8%	-4.5%	?	6.1%	0.0%	-6.5%	-1.6%	-4.2%	1.1%	-12.3%
19: O=C(NCCc1ccc(F)cc1)NC12CC3CC(CC(C3)C1)C2
 : 2.51µM*	3.2%	-2.0%	10.7µM*	?	?	3.55µM*	23.9%	-2.5%	?
20: CCOc1ccc(Cn2nnc(C(=O)Nc3cc(C)cc(C)c3)c2N)cc1
 : -1.3%	3.2%	-35.4%	-0.1%	11.4%	15.5%	-3.1%	?	-9.5%	0.0%
21: CCOc1ccc(N2CC(=O)N(c3ccc(OCC)cc3)CC2=O)cc1
 : -2.7%	3.4%	-15.8%	-7.8%	-1.9%	1.3%	0.4%	-3.8%	-9.7%	0.5%
22: CC(C)(C)S(=O)(=O)c1cnc(N2CCOCC2)nc1N
 : -1.6%	3.6%	20.8%	1.2%	9.4%	-0.3%	-1.2%	-2.8%	.	8.8%
23: CCOc1cc(C2C(C(=O)OC(C)C)=C(C)N=C3SCCC(=O)N32)ccc1OC(C)=O (stereo not given)
 : -2.1%	-3.0%	-9.8%	1.8%	-8.9%	11.2%	-3.1%	-9.3%	7.9%	23.6%
24: O=C(CSc1ccc(-c2ccc(Cl)cc2)nn1)N1CCCc2ccccc21
 : -2.0%	5.8%	21.0%	15.1µM*	7.7%	-3.6%	4.5%	1.3%	-11.2%	-23.6%
25: CC(C)(C)NC(=O)C(=O)N/N=C/c1ccc(Br)cc1
 : 19.5%	3.5%	-7.2%	?	-1.5%	8.1%	6.9%	-3.6%	1.4%	3.0%
26: COCCNC(=O)C1CCN(S(=O)(=O)N2CCC3(CC2)OCCO3)CC1
 : -1.2%	-6.3%	-0.4%	5.8%	7.9%	0.0%	-2.4%	-0.3%	-11.6%	6.0%
27: O=[N+]([O-])c1ccc(C2CCCC/C2=N\OCc2cccc(F)c2)c([N+](=O)[O-])c1 (stereo not given)
 : 0.8%	9.8%	?	-0.2%	3.3%	-9.8%	0.0%	-4.9%	7.2%	-50.5%
28: COc1ccc(CN(C)C2CCCCC2)cc1
 : -0.8%	.	25.2%	1.1%	-2.7%	0.5%	-0.1%	-3.4%	-2.1%	-3.4%
29: COc1ccccc1/C=C1\Oc2cc(OC(=O)N3CCOCC3)ccc2C1=O
 : 18.9%	-18.7%	13.1%	10.7µM*	1.0%	4.1%	13.8%	3.4%	7.7%	2.9%
30: Cc1nn(-c2ccccc2)c2[nH]c(=O)c(CNCc3ccc4c(c3)OCO4)cc12
 : 11.9%	0.1%	1.0%	-0.4%	-3.5%	3.7%	22.3%	-8.8%	0.4%	-67.5%
31: COc1cc(CNc2ccc3[nH]c(=O)[nH]c3c2)ccc1OCc1ccccc1C
 : -8.8%	-5.8%	-1.9%	-3.7%	7.2%	0.7%	-6.6%	-5.7%	-1.3%	-9.9%
32: Cc1cc(C(=O)COC(=O)c2ccc(O)cc2)c(C)n1Cc1ccco1
 : 3.55µM*	-20.3%	?	3.38µM*	?	?	2.51µM*	-23.9%	.	2.82µM*
33: O=C(O)c1cccc(S(=O)(=O)N2CCC(Cc3ccccc3)CC2)c1
 : -5.2%	-2.7%	1.8%	-1.1%	.	-1.2%	-0.3%	2.1%	6.2%	9.3%
34: Nn1c(=O)[nH]c2ccccc2c1=O
 : -1.7%	8.5%	-2.1%	-2.4%	5.5%	3.4%	-3.4%	9.0%	-2.3%	-11.7%
35: Cc1ccc(NC(=S)N(Cc2cccs2)Cc2cc3cc(C)cc(C)c3[nH]c2=O)cc1
 : 0.8%	5.1%	-27.8%	-19.0%	3.3%	0.1%	-1.0%	-13.6%	-2.6%	5.8%
36: O=C(N/N=C\C=C\c1ccc2c(c1)OCO2)c1ccc(F)cc1
 : 9.2%	-2.8%	2.24µM*	?	2.3%	-3.9%	1.9%	5.62µM*	20.8%	-1.6%
37: COc1ccc(OCC(=O)N2c3ccccc3CCc3ccccc32)cc1
 : -4.4%	0.4%	41.8%	5.6%	-3.5%	-8.3%	-0.6%	-2.2%	.	-2.4%
38: O=C(CCN1CCN(c2ccccc2)CC1)Nc1ccc2c(c1)OCO2
 : 2.7%	8.0%	11.3%	-2.9%	-13.3%	-1.1%	2.7%	-7.9%	-2.4%	25.6%
39: N#CCc1ccc(NC(=O)/C=C/c2ccc([N+](=O)[O-])o2)cc1
 : -0.6%	-17.2%	-14.9%	-9.4%	-9.9%	-5.9%	-38.1%[inhibitor]	-15.0%	.	-104.3%[inhibitor]
40: Cc1ccc(C2SCC(C(=O)O)N2C(=O)c2ccc(F)cc2)cc1 (stereo not given)
 : -0.8%	5.3%	-4.9%	0.0%	3.5%	1.0%	-12.2%	2.8%	6.7%	3.7%
41: CC(=O)c1ccc(CCCC(=O)O)cc1
 : -2.8%	.	-19.0%	4.1%	-1.4%	0.6%	-9.0%	-0.9%	7.1%	3.0%
42: CC(=O)OCC1(C)CN(c2ccccc2)NC1=O (stereo not given)
 : 16.6%	-2.0%	12.6µM*	-5.4%	22.0%	12.2%	19.6%	?	2.7%	-25.7%
43: O=C(CCn1cccn1)Nc1ccc2c(c1)OCCO2
 : 5.0%	-13.3%	7.5%	?	18.3%	?	4.5%	-3.1%	0.1%	-5.5%

# This is a random part of the collection. About 13% of those tested had a hit in this group.
